15-hLO inh – inhibitors of human 15-lipoxygenase (ALOX15). P16050. purified 15hLO-1, xylenol orange hydroperoxide absorbance. Potency, µM (series often up to 57.1 µM), inactives show top-dose activity change, negative = inhibition, usual class: inhibitors. actives 1.4% (n = 74,000); note: potency is the fitted concentration of half-maximal effect; % is set by controls: 0 for no effect and ±100 for the full control effect; nearly all actives have a fitted effect of over 55% in size
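Inhibition is scored from a chromogenic endpoint. After 15 min enzyme-compound contact, arachidonic acid (50 uM final) reacts 6 min with 40 nM 15hLO-1 at room temperature, then Fe-XO reagent is added for 30 min and absorbance ratio recorded.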
Rhodamine fluor – rhodamine region autofluorescence; actives 0.05% (n = 59,000); AID 594; max dye-equivalent concentration, M; Rhodamine-region fluorescence, 547/598 nm, Tris buffer; hits give high values; in the data active = max dye-equivalent concentration above about 11 nM; inconclusive = between about 1.1 nM and that limit
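A six-point rhodamine series on each plate calibrates the signal. Compounds sit in 100 mM Tris (pH 8.0) for 15 min at ambient temperature before imaging through 547 nm/598 nm filters.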
Tau filament bind – binders of human tau filaments; Potency, µM (series often up to 57.1 µM), without a hit: top-dose activity change, negative = inhibition; recombinant tau filaments, thioflavin S fluorescence, 15 h; filaments grown with octadecylsulfate alongside compound; actives 2% (n = 71,000);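 note: potency is the fitted concentration of half-maximal effect; % is set by controls: 0 for no effect and ±100 for the full control effect; actives lower thioflavin S fluorescence by blocking filaments or displacing dye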
Target sequence (P10636 whole entry, looked up): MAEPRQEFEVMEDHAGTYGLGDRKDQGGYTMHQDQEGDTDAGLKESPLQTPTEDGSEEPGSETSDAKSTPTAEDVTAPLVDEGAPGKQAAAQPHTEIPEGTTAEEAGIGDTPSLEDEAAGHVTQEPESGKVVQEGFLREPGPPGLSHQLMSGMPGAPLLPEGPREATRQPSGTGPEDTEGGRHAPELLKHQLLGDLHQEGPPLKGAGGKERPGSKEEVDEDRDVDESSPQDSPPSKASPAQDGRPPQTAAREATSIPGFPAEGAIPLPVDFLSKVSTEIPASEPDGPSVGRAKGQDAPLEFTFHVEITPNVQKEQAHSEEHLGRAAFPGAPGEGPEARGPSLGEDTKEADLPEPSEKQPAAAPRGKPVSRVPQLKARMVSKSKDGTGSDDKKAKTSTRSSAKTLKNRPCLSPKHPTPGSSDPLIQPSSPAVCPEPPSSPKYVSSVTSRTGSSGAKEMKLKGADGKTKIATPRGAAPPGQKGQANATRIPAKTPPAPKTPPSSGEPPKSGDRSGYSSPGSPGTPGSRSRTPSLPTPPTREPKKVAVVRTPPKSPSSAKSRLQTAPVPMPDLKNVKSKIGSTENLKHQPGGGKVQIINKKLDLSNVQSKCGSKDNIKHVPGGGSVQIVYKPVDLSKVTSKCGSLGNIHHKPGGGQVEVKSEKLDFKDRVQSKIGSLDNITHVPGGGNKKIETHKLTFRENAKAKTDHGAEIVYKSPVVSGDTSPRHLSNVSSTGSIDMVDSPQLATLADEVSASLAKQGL
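ThS-based fibril read: tau 1 uM final, inducer ODS 30 uM final, 37 C for 15 h, ex 450/em 510 nm.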
Texas Red fluor – Texas Red region autofluorescence; actives 0.06% (n = 59,000); max dye-equivalent concentration, M; AID 587; Compound fluorescence, Texas Red channel, 547/618 nm; hits give high values; in the data active = max dye-equivalent concentration above about 10 nM; inconclusive = between about 1.1 nM and that limit
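Dye-equivalent concentrations come from scaling compound signal (ex 547, em 618 nm) to six Texas Red standard concentrations run on every plate, after 15 min room-temperature incubation in pH 8.0 Tris (100 mM).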
ERK AVP inh – inhibitors of vasopressin-stimulated ERK signaling pathway; Potency, µM (series often up to 57.5 µM), for inactives: top-dose activity, negative = inhibition, usual class: inhibitors; AID 995; actives 0.99% (n = 72,000); HEK293-V1b, vasopressin-stimulated pERK AlphaScreen; note: potency is the fitted concentration of half-maximal effect; % is set by controls: 0 for no effect and ±100 for the full control effect; nearly all actives have a fitted effect of over 55% in size
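V1b-HEK293 cells; cpd 30 min 37C; 25 nM vasopressin 5 min; lyse 10 min; AlphaScreen beads 5 hr RT. Normalized to DMSO basal and 25 nM vasopressin; AC50 by Hill fit.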
Hsp90 Hop PPI – changes Hsp90-Hop TPR2A binding signal, up or down | AlphaScreen TPR2A-His6 binding biotin-Hsp90 C-terminal peptide | Potency, µM (doses to about 57 µM), without a hit: top-dose activity change, negative = inhibition | actives 0.44% (n = 71,000) | AID 595; active = well fitted curve in either direction with a large enough effect; inconclusive = small, poorly fitted or top-dose-only effect, or another doubt; note: potency is the fitted concentration of half-maximal effect; % is set by controls: 0 for no effect and ±100 for the full control effect; many of its hits are not listed in these tables
CRE Fsk mod – modulators of forskolin-stimulated CRE signaling in CHO cells; CHO CRE-bla reporter (cAMP response element driving beta-lactamase), forskolin EC10, beta-lactamase ratio; Potency, µM (top dose mostly 38.2 µM), for the others: at the top dose activity change, negative = inhibition, actives largely listed as activators; actives 2.5% (n = 71,000); active = well fitted activation curve with a large enough effect in the signal ratio, with a control signal flat, not every such curve was filed as active; inconclusive = small, poorly fitted or top-dose-only effect, or effect the other way, or a change in a side signal; the % refers to the signal ratio; note: potency is the fitted concentration of half-maximal effect; % of control where 0% means no effect
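Using CellSensor CRE-bla CHO cells in Opti-MEM with 0.5% dialyzed FBS, compounds were titrated with EC10 NKH 477 for 3 h at 37 °C. CCF4 ratio (460/530 nm) gave %Activity; AC50 derived.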
DNA Pol III inh – DNA polymerase III holoenzyme inhibition; reconstituted DNA polymerase III holoenzyme replication, biochemical; Potency, µM (titrated, usually from 57.1 µM), for the others: at the top dose activity change, negative = inhibition; actives 0.25% (n = 71,000); AID 603; note: potency is the fitted concentration of half-maximal effect; % is set by controls: 0 for no effect and ±100 for the full control effect
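Reconstituted *E. coli* holoenzyme (0.35 nM Pol III, 1 nM beta, 154 nM SSB, 2 nM primase) was preincubated with compound for 15 min at RT. Synthesis on 1.4 nM ssM13Gori ran 35 min, then was stopped with PicoGreen/EDTA and read as dsDNA fluorescence.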
HADH2 inhib – inhibitors of human HADH2 dehydrogenase. recombinant HADH2, NADH fluorescence, beta-hydroxybutyryl-CoA. Potency, µM (series often up to 57.1 µM), without a hit: at the highest dose activity change, negative = inhibition, most hits filed as inhibitors. actives 3.4% (n = 73,000). AID 886; note: potency is the fitted concentration of half-maximal effect; % is set by controls: 0 for no effect and ±100 for the full control effect; nearly all actives have a fitted effect of over 60% in size; many of its hits are not listed in these tables
Target sequence (Q99714 whole entry, looked up, one chain of several): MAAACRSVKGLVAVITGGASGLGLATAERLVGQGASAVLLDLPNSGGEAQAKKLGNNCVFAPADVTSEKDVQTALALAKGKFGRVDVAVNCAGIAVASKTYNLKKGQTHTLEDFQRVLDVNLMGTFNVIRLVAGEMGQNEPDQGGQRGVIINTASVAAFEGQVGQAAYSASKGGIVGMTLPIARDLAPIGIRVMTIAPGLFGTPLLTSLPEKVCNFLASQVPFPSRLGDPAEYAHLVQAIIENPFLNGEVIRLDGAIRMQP
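His-tagged recombinant enzyme from E. coli, 20 nM, preincubated 15 min RT with compound; reaction started with 1 mM NAD+ and 90 uM beta-hydroxybutyryl-CoA in 100 mM Tris-HCl pH 9.0. NADH fluorescence (ex 360/em 450) read over 4 min; last-minus-first difference.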
Luciferase inh – firefly luciferase inhibition; purified firefly luciferase, luminescence, 8 min; P08659; actives 2.2% (n = 72,000); Potency, µM (top dose mostly 57.1 µM), inactives show at the highest dose activity change, negative = inhibition, most hits filed as inhibitors; note: potency is the fitted concentration of half-maximal effect; % is set by controls: 0 for no effect and ±100 for the full control effect; nearly all actives have a fitted effect of over 40% in size
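Here, luciferase activity is measured as luminescence following an 8 min room-temperature reaction at 10 uM ATP, pH 7.2. Every library sample is titrated.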
HBB splicing – alters splicing of the hemoglobin beta chain. HBB splicing reporter cell assay, activation; EGFP reporter with mutant IVS2-654 intron; response scale: normalised to 500 nM splice-correcting PNA. Potency, µM (series often up to 46.1 µM), without a hit: at the highest dose activation, most hits filed as activators. actives 0.06% (n = 65,000). AID 925; note: potency is the fitted concentration of half-maximal effect; 0% is about no effect
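HeLa cells stably expressing EGFP interrupted by mutant beta-globin intron 2 (IVS2-654), 500/well in 2% FCS. Treated with compound for 2 days at 37C. Splicing correction scored as total well GFP intensity (488 nm excitation, 500-520 nm emission); 500 nM antisense PNA served as control.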
Numbers without * were called inactive; i = inactive; ? = inconclusive; · = not tested or not shown; [ ] = remark or other dose. Unless noted, calls come from the whole dose curve; as a rule, active = well fitted curve in the direction sought with a large enough effect; inconclusive = small, poorly fitted or top-dose-only effect, or another doubt; inactive = no such curve, though single readings can be large; an effect the other way counts as inactive or inconclusive.

Results follow in this order: CRE Fsk mod, HADH2 inhib, Rhodamine fluor, Hsp90 Hop PPI, Texas Red fluor, Luciferase inh, ERK AVP inh, Tau filament bind, HBB splicing, 15-hLO inh, DNA Pol III inh
> C(=NC12CN3CN(CN(C3)C1)C2)c1ccc2c(c1)OCO2
    0%, 17%, i, -1%, i, 4%, 1%, 4%, -0.8%[57.5 µM], 6%, -3%
> CC(C)CSc1nc2c(c(=O)[nH]c(=O)n2C)n1CCc1ccccc1
    16%, 8%, i, 0%, i, 3%, -17%, 11%, ·, -2%, -3%
> N#Cc1ccc(CN2CC3(CCN(C(=O)c4cccc(F)c4)CC3)C2)cc1
    -26%, -8%, i, -14%, i, -1%[11.4 µM], 0%, -10%, 2.8%, 2%, -3%
> CCOc1ccc(OCC)c(S(=O)(=O)NCc2ccc3c(c2)OCO3)c1
    -1%, -5%, ·, -6%[2.3 µM], ·, 1%, 0%, -1%, -2.2%, 5%, -3%
> O=C(O)c1cccc(-n2cccc2/C=N/O)c1
    -2%, -16%, i, 0%, i, -4%, 33%[activator], 0%, -3.8%, -25%, 16µM*
> CCc1ccc(OCC(=O)Nc2ncc3c(n2)CC(C)(C)CC3=O)cc1
    3%, -1%, i, 1%, ?, 1%, -2%, -7%, 2.9%[1.84 µM], -4%, 0%
> O=C(NCc1n[nH]c(=S)n1-c1ccc(F)cc1)c1ccc(S(=O)(=O)N2CCCC2)cc1
    -4%, -18%, i, -1%, i, 2%, -3%, 1%, 0.3%, 8%, -7%
> CC[C@H](C)C(=O)O[C@@H]1CCC=C2C=C[C@H](C)[C@@H](CC[C@H]3C[C@@H](O)CC(=O)O3)[C@H]21
    3%, -18%, i, -5%, i, -1%, ·, 11%, 1.6%, ·, -1%
> CS(=O)(=O)N(CC(=O)NCc1ccccn1)Cc1ccc(Cl)cc1
    -10%, -4%, i, -2%, i, -1%, 16%, 2%, 2.3%, 6%, 14%
> COC(=O)c1c(NC(=O)CN2CCCC(C)C2)c2c(C)cccc2n1C (stereo not given)
    -7%, 7%, i, ?, i, 4%, 43%, 5%, 7.7%[0.369 µM], -7%, 5%
> CCN(Cc1ccccc1)C(c1cccs1)c1nnnn1C1CCCCC1 (stereo not given)
    2%, -3%, i, 21%, i, 2%, 34%[activator], 2%, ·, -1%, -2%
> COc1ccc(OCC(O)Cn2c(=N)n(Cc3ccccc3)c3ccccc32)cc1 (stereo not given)
    -21%, -6%, i, -12%, ?, -1%, -16%, 169%, -2.9%[57.5 µM], -3%, -3%
> O=C(CN(C(=O)CNS(=O)(=O)c1ccccc1)c1ccc2c(c1)OCCO2)NCc1ccco1
    ?, 0%, i, -1%, ?, -1%, 13%, 1%, ·, -2%, -1%
> C[C@]12C=CC(=O)C=C1CC[C@@H]1[C@@H]2C(=O)C[C@@]2(C)[C@H]1CC[C@]2(O)C(=O)CO
    -11%, 8%, ·, -2%, ·, ·, 1%, -6%, 1.6%, -6%, 3%
> O=C(c1ccccc1F)N(Cc1ccccc1)C1CCS(=O)(=O)C1 (stereo not given)
    -1%, 7%, i, 2%, i, 1%, -10%, 1%, -1.5%[57.5 µM], 2%, -10%
> Cc1cc(=O)oc(C)c1C(=O)NCc1ccc(F)cc1
    1%, -8%, i, -3%, i, 1%, -10%, 1%, 4.5%, 6%, -7%
> CCCN(CCC)C(=O)COc1cc(=O)n(CC)c2ccccc12
    13%, -1%, ·, 2%, ·, 2%, -9%, 5%, -0.5%, 1%, -6%
> O=C1CSc2ccccc2N1Cc1ccc(F)cc1
    -3%, -5%, i, 4%, i, -3%, -2%, -1%, -1.5%[57.5 µM], -13%, -1%
> CCNC(=O)C1CC(=O)N(Cc2ccc(F)cc2)C(=Nc2ccc(OC)cc2)S1 (stereo not given)
    0%, 26%, i, -1%, ?, -33%, -6%, 273%, -0.1%, 6%, 3%
> COc1ccc(-c2nnc(SCc3nnc(-c4ccccc4)o3)n2C)cc1OC
    ?, 4%, i, -2%, ?, ?, -23%, 1%, -0.6%, -6%, -3%
> CSc1ncccc1C(=O)OCC(=O)NC(=O)NCCC(C)C
    26%, -5%, i, 0%, ?, 1%, 12%, 4%, 0.0%[57.5 µM], -6%, 1%
> CCCSc1nnc(Cn2c(=O)sc3ccccc32)n1-c1ccccc1
    -4%, -4%, ·, -2%, ·, -3%, 9%, 1%, -0.7%, 0%, -8%
> CCCCN1CC(COc2ccccc2)OC1=O (stereo not given)
    ?, 0%, i, -10%, i, -3%, 24%, 9%, 2.1%, -2%, -4%
> O=c1c(-c2ccc(F)cc2)nc2cnc(N3CCOCC3)nc2n1Cc1cccs1
    ?, 9%, i, -7%, i, 1%[11.4 µM], 10%, -1%, 2.7%, -5%, -10%
> COc1ccc(-c2n[nH]c(C)c2-c2cnn(-c3ccccc3)c2)c(O)c1
    -6%, -4%, ·, -4%, ·, 3%, ?, 12%, -0.4%[9.22 µM], ?, -5%
> COc1cc2c(cc1OC)C(c1ccsc1)CC(=O)N2 (stereo not given)
    12%, 1%, i, -2%, i, 1%, ?, 1%, -0.2%, 4%, 4%
> O=C(COc1ccc(S(=O)(=O)N2CCCC2)cc1Cl)N1CCN(c2ccccc2)CC1
    -4%, 9%, i, -7%, i, 1%, -19%, 7%, 4.3%, -8%, 2%
> COc1ccccc1NC(=O)CCC(=O)Nc1ccccc1OC
    2%, 12%, i, 1%, i, -1%, 6%, -8%, -0.9%, 2%, 0%
> CC(C)c1nc2oc3c(NCc4ccccn4)ncnc3c2c2c1COC(C)(C)C2
    ?, 22%, i, -4%, ?, 1%, -17%, 16%, 4.6%, 17%, -13%
> COc1ccc(CCNC(=O)CSc2cc(=O)[nH]c(N)n2)cc1OC
    -3%, 4%, i, -5%, i, 0%, -1%, 4%, -1.6%, 2%, -5%
> COc1cc2c(cc1OC)-c1nnnn1C(C)(C)C2
    ?, 6%, i, 0%, ?, -2%, -24%, 2%, 0.5%, 4%, 0%
> CC(=O)N1CCC2(CC1)CCN(c1ccccc1)CC2
    1%, -14%, i, -1%, i, 2%[11.4 µM], 28%, 2%, -0.6%, 0%, 0%
> CCOC(=O)COc1nc(C)c(Br)c(OC)n1
    13%, -1%, i, 3%, ?, 1%, -8%, -6%, ·, 4%, 5%
> Cc1cc2cc(CN(Cc3ccc4c(c3)OCO4)C(=O)c3ccco3)c(=O)[nH]c2cc1C
    ?, -14%, i, -11%, i, 0%, -18%, 115%, ·, ?, 2%

A draw from above in order of molecular weight, largest number first:
Results follow in this order: CRE Fsk mod, HADH2 inhib, Rhodamine fluor, Hsp90 Hop PPI, Texas Red fluor, Luciferase inh, ERK AVP inh, Tau filament bind, HBB splicing, 15-hLO inh, DNA Pol III inh
> Cc1cc2cc(CN(Cc3ccc4c(c3)OCO4)C(=O)c3ccco3)c(=O)[nH]c2cc1C
    ?, -14%, i, -11%, i, 0%, -18%, 115%, ·, ?, 2%
> CCCSc1nnc(Cn2c(=O)sc3ccccc32)n1-c1ccccc1
    -4%, -4%, ·, -2%, ·, -3%, 9%, 1%, -0.7%, 0%, -8%
> COc1ccc(-c2n[nH]c(C)c2-c2cnn(-c3ccccc3)c2)c(O)c1
    -6%, -4%, ·, -4%, ·, 3%, ?, 12%, -0.4%[9.22 µM], ?, -5%

A run of entries taken from the entries so far, as a working copy:
Results follow in this order: CRE Fsk mod, HADH2 inhib, Rhodamine fluor, Hsp90 Hop PPI, Texas Red fluor, Luciferase inh, ERK AVP inh, Tau filament bind, HBB splicing, 15-hLO inh, DNA Pol III inh
> CC(=O)N1CCC2(CC1)CCN(c1ccccc1)CC2
    1%, -14%, i, -1%, i, 2%[11.4 µM], 28%, 2%, -0.6%, 0%, 0%
> CCOC(=O)COc1nc(C)c(Br)c(OC)n1
    13%, -1%, i, 3%, ?, 1%, -8%, -6%, ·, 4%, 5%
> Cc1cc2cc(CN(Cc3ccc4c(c3)OCO4)C(=O)c3ccco3)c(=O)[nH]c2cc1C
    ?, -14%, i, -11%, i, 0%, -18%, 115%, ·, ?, 2%

Screens (PubChem BioAssay)

The list is partial; count on the stated rates, not on these rows.
